Screening data: PubChem, several laboratories
Ecoli viability: E. coli V3065 growth inhibition, primary screen, counter-screen for AddAB inhibitor project, absorbance, OD600 | 18 h | actives 0.27% (n = 330,000) | inhibition, % at 11.9 µM | AID 449728, 2010;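 active = inhibition above the campaign's mean inhibition across all tested compounds plus 3 SD, cut at about 9.9% in these data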;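 also: uninfected addAB+ strain grown without phage in ampicillin broth; 0% = DMSO wells and 100% = ciprofloxacin 0.95 µg/ml wells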
phage Ecoli inh: growth loss of phage-infected E. coli, primary screen, RecBCD inhibitor project, absorbance, with phage, HTS; AID 651602, 2012; actives 0.26% (n = 360,000); inhibition, % at 11.9 µM; in the data active = inhibition above about 11%
CAL PDZ FP-1: untagged CAL PDZ binding inhibitors, primary screen, biochemical, fluorescence polarization, HTS. Golgi-associated PDZ and coiled-coil motif-containing protein (Homo sapiens), Q9HD26. purified CAL PDZ, TMR-peptide fluorescence polarization, 1 h. inhibition, % at 24.9 µM. actives 0.92% (n = 300,000). AID 602252, 2012;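 active = mean inhibition of at least 30% with at least half of replicates also reaching 30%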;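 also: 0% = DMSO neutral control and 100% = excess unlabeled competitor peptide PRC23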
MITF TRPM1 HTS: activators of MITF-driven TRPM1 promoter reporter, primary screen, cell-based, SK-MEL-5, luciferase, single point | actives 0.75% (n = 300,000) | SK-MEL-5 TRPM1-promoter luciferase, 24 h; % of positive control, neutral wells = 0 | AID 588334, 2011 | activation, % at 12.5 µM;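 active = mean activation of at least 80% with every replicate also reaching 80%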;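 also: 0% = neutral control wells and 100% = parthenolide positive control wells; values of inactives mirror those of a sister screen read the other way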
CAL PDZ FP-2: CAL PDZ peptide-binding inhibitors, primary screen, biochemical, fluorescence polarization, Cer-tagged CAL PDZ, HTS. AID 504414, 2011. Golgi-associated PDZ and coiled-coil motif-containing protein (Homo sapiens), Q9HD26. purified CAL PDZ, TMR-peptide fluorescence polarization, 1 h. inhibition, % at 20 µM. actives 0.02% (n = 330,000);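 active = highest replicate inhibition of at least 40%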;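 also: plate controls were DMSO neutral control wells for no effect and unlabeled competitor peptide control wells for full effect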
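System: tagged CAL PDZ domain. Schedule: 1 h room-temperature incubation prior to read. Signal: fluorescence polarization (mP). Measure: percent inhibition from loss of millipolarization.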
SR-BI HDL uptake: inhibitors of SR-BI mediated HDL lipid uptake, primary screen, ldlA[mSR-BI] cells, fluorescence, single point; Scavenger receptor class B member 1 (Mus musculus), Q61009; ldlA[mSR-BI] CHO cells, DiI-HDL uptake fluorescence, 3 h; inhibition, % at 12.5 µM; actives 0.96% (n = 320,000);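 active = mean replicate inhibition of at least 70% and a set share of replicates each scoring 70 or more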;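 also: 0% = median of neutral control wells and 100% = median of positive control wells; values of inactives mirror those of a sister screen read the other way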
Target sequence (Q61009 whole entry, looked up): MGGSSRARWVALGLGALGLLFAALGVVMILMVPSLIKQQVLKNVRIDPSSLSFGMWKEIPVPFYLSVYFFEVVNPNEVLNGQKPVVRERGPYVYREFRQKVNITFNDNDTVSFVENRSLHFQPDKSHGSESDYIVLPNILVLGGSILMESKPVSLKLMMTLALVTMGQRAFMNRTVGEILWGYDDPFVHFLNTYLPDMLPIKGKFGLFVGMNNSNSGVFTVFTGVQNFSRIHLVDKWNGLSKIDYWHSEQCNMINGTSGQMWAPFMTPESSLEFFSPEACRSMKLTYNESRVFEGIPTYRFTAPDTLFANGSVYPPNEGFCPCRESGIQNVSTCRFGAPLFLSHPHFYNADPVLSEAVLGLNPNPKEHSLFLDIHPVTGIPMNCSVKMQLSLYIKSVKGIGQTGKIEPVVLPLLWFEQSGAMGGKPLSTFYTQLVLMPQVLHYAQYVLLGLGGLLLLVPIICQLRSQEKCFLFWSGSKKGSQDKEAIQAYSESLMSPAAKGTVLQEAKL
Wnt bcat act: Wnt/beta-catenin pathway activators, primary screen, cell-based, plate reader, single point; Wnt/beta-catenin reporter cell assay, activator; activation, % at 9.35 µM; actives 1.2% (n = 300,000); in the data active = activation above about 30%, passing the limit was not always enough;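 also: 0% = neutral control wells and 100% = positive control wells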
SR-BI uptake up: activators of SR-BI mediated DiI-HDL uptake, primary screen, ldlA[mSR-BI] CHO cells, DiI fluorescence; 3 h; 100 = double the neutral-control signal; activation, % at 12.5 µM; actives 0.096% (n = 320,000); AID 504775, 2011;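 active = mean replicate activation of at least 60% and every replicate at or above 60%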;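 also: 0% = median plate neutral-control signal and 100% = twice that signal; values of inactives mirror those of a sister screen read the other way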
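System: CHO ldlA[mSR-BI] cells / Medium: HEPES-buffered (25 mM, pH 7.4) F12 plus 0.5% BSA / Probe or stimulus: labelled HDL, 10 µg/mL / Doses: single compound concentration, delivered by pin transfer / Schedule: 3 h, 37 °C / Measured by: DiI fluorescence, bottom read / Measure: cell-associated DiI fluorescence as measure of HDL uptake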
Tat export inh: E. coli Tat export inhibitors, primary screen, MC4100, TorA-mCherry reporter, fluorescence, single point | inhibition, % at 10 µM | actives 0.036% (n = 340,000) | AID 488895, 2010;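 active = mean replicate inhibition at least 50% and at least half of replicates individually reaching 50%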;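 also: exported cargo escapes ClpAP degradation while cytoplasmic cargo is degraded and loses fluorescence; 0% = median of neutral control wells and 100% = median of NaSCN control wells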
AddAB inh: growth inhibition of E. coli expressing H. pylori AddAB, primary screen, AddAB inhibitor project, absorbance | inhibition, % at 11.9 µM | actives 0.29% (n = 330,000); in the data active = inhibition above about 12%;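 also: 0% = vehicle wells of infected cells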
* marks the source's active call; other numbers are inactive results; nt = not tested or not shown.

SMILES	Ecoli viability	phage Ecoli inh	CAL PDZ FP-1	MITF TRPM1 HTS	CAL PDZ FP-2	SR-BI HDL uptake	Wnt bcat act	SR-BI uptake up	Tat export inh	AddAB inh
COc1ccc(NC(=S)Nc2cc(C)[nH]n2)cc1Cl	0.2	3.2	nt	58.8	-1.0	nt	25.8	nt	32.6	-0.2
C=CCN1C(=O)C2(c3ccccc31)C1CCCC=C1C(C#N)=C(N)C2(C#N)C#N (stereo not drawn)	-2.9	0.3	-2.0	nt	0.7	6.7	-11.8	-6.7	-1.3	-2.0
CN1C(=O)c2ccccc2NC(=O)[C@]12O[C@@H]2c1cccc(O)c1	0.0	4.2	0.7	-7.1	0.1	-5.4	-1.6	5.4	9.3	3.7
CCOc1ccc(C(C)NC(=O)c2ccc3c(c2)NC(=O)C(C)S3)cc1OCC (stereo not drawn)	1.2	0.2	2.5	-6.7	-0.8	13.1	-23.5	-13.1	7.7	0.4
CCOC(=O)C1=C(C)N=c2s/c(=C\c3ccc(O)c([N+](=O)[O-])c3)c(=O)n2C1c1ccccc1OC (stereo not drawn)	-0.5	2.3	nt	nt	-2.1	13.9	-4.7	-13.9	-0.8	2.9
CC(C)c1ccccc1NC(=O)COC(=O)Cc1cccc(C(F)(F)F)c1	0.6	0.6	-2.4	0.9	0.0	1.5	-2.1	-1.5	14.4	1.2
CCc1cccc(NC(=S)N(CCN(C)C)C2CCN(C(C)C)CC2)c1	0.5	1.0	-3.5	-0.2	-0.4	-16.7	-1.4	16.7	-1.1	0.8
Cc1ccnc(NS(=O)(=O)c2ccc(NC(=O)c3cc(=O)c4ccccc4o3)cc2)n1	-2.0	2.1	1.2	-3.1	-5.1	18.3	-1.3	nt	-8.8	1.5
CCCn1c(CN2CCN(C(=O)OCC)CC2)nc2cc(NC(C)=O)ccc21	-3.2	-0.6	-5.5	-0.5	-0.3	-0.7	2.0	0.7	3.8	0.7
COC(=O)c1cc(NC(=O)CN(c2ccccc2OC)S(=O)(=O)c2ccccc2)ccc1Cl	0.0	1.5	-3.2	-9.6	-1.4	45.5	nt	-45.5	17.9	-3.5
Nc1nc(Nc2ccccc2)nc(NC2CCCCC2)c1[N+](=O)[O-]	-2.9	2.3	14.4	4.4	-0.1	22.2	-1.6	-22.2	3.6	-1.9
CCCCN1C(N)=NC[C@@H]1CCCCN	0.2	3.0	1.3	-5.4	0.3	-19.1	-0.5	19.1	-4.8	1.3
COC(=O)[C@H](Cc1ccccc1)NC(=O)N1CC(C)OC(C)C1 (stereo partly drawn)	0.8	2.2	0.3	-3.2	nt	-8.3	-1.3	8.3	0.1	0.5
COC(=O)c1ccc(COc2ccccc2OC)o1	-0.3	0.6	2.6	21.8	1.3	-4.2	3.5	4.2	-3.0	0.7
CC(Oc1ccccc1)C(=O)Nc1cccc(-c2nc3ccccc3[nH]2)c1 (stereo not drawn)	-0.5	3.3	nt	nt	-5.7	2.0	nt	-2.0	11.0	1.6
CCOc1ccccc1/C=N/OCC(=O)NCc1ccc(F)cc1	-0.1	2.4	2.3	3.3	-4.4	-8.8	-1.8	8.8	8.6	-1.9
COc1ccc2c(=O)cc(C(=O)O)oc2c1	-0.7	2.5	1.8	3.3	-0.4	-10.9	-0.8	10.9	-0.7	2.2
Cc1ccc(S(=O)(=O)N2C[C@@H]3CCCC[C@@H]3[C@@H](C)[C@H]2c2cn(Cc3ccccc3)c3ccc(F)cc23)cc1	-2.3	2.6	-5.0	-28.9	-1.2	-14.8	-1.5	14.8	4.1	-0.9
CCOC(=O)c1nnn(-c2nonc2OC)c1-c1ccccc1	-0.2	4.2	-2.8	-10.5	-2.1	-13.5	0.3	13.5	-7.7	1.8
CC1=CC(C)(C)NC(=S)N1c1ccc(C)cc1	-0.3	0.9	-1.8	-2.2	-0.4	-16.4	nt	16.4	0.3	2.5
NC(=O)c1ccsc1NC(=O)COC(=O)c1ccc([N+](=O)[O-])o1	12.8*	9.1	-2.1	-27.2	-1.1	-3.6	1.4	3.6	8.1	96.9*
c1ccc(CCc2nn3c(-c4ccncc4)nnc3s2)cc1	-2.0	1.2	-1.0	22.0	-4.3	-3.3	nt	3.3	-0.9	-2.0
O=C(Oc1ccc2c(c1)O/C(=C\c1ccncc1)C2=O)c1ccccc1	1.0	1.3	-0.3	11.4	0.9	-23.2	5.0	23.2	-2.6	5.8
O=C(NCc1ccco1)c1cc(S(=O)(=O)NC2CC2)ccc1Br	0.7	4.7	nt	12.7	-0.2	-21.3	-0.8	21.3	-0.8	0.8
CCN(C(=O)c1cc2c(=O)n3ccccc3nc2n1CCCOC)C1CCCCC1	0.1	-2.6	5.6	2.9	-1.2	-9.9	-1.8	9.9	6.0	1.5
O/N=C\c1cccn1-c1ccc(Br)cc1	-0.2	2.1	-0.8	1.8	-0.8	-11.7	-0.5	11.7	12.1	1.1
c1csc(-c2csc(-c3cccs3)n2)c1	-0.7	1.2	-3.7	nt	-2.8	19.7	26.0	-19.7	-7.8	1.9
CC(C)c1onc(C(=O)NCCc2ccccc2)c1[N+](=O)[O-]	1.7	3.6	-2.2	23.7	-2.2	-6.0	14.7	6.0	-9.9	1.6
C[C@]12CCC(=O)C=C1C=CC1C2CC[C@@]2(C)C1CC[C@@]21CCC(=O)O1 (stereo partly drawn)	nt	1.5	-5.7	8.4	0.2	-3.7	-3.0	3.7	8.0	nt
COc1ccc(CCNC(=O)c2cc([N+](=O)[O-])ccc2N2CCOCC2)cc1	-1.9	4.4	-3.5	3.9	-1.6	-3.9	-0.6	3.9	0.5	-1.5
CCc1nnc(SCc2ccc(OC(C)C)cc2)n1N	-1.9	3.4	-1.2	7.8	-3.3	5.9	nt	-5.9	2.3	1.5
Cc1cc(C)c(NC(=O)CSc2nc(COc3ccccc3)nc3ccccc23)c(C)c1	3.0	0.8	-0.5	-30.9	-2.5	8.9	-2.3	-8.9	-4.6	1.3
O=C(O/N=C\c1ccc(N2CCOCC2)c([N+](=O)[O-])c1)c1ccccc1Cl	0.3	-0.5	-1.2	0.1	-0.9	48.9	nt	-48.9	4.8	-1.3
CCc1cc(C(=O)OC)c(NC(=O)CC2SC(N)=NC2=O)s1 (stereo not drawn)	-0.8	2.0	-4.0	17.5	-0.6	-14.8	-1.4	14.8	1.0	-2.4
COCCn1c(=S)[nH]c2cc(C(=O)N3CC(C)CC(C)C3)ccc2c1=O (stereo not drawn)	2.6	3.2	-6.0	-14.3	-1.5	-29.3	-1.1	nt	2.7	5.5
CC(C)(C)C1CCc2onc(C(=O)Nc3cccc(O)c3)c2C1 (stereo not drawn)	-4.3	3.4	-1.8	2.2	-1.7	27.6	5.0	-27.6	-5.5	-2.5
C[C@H](NC(=O)c1nc[nH]c1C(=O)N[C@@H](Cc1ccccc1)C(=O)OCc1ccccc1)c1ccccc1	-1.5	2.6	-4.6	0.4	0.1	-0.3	-0.9	0.3	9.5	0.4
COc1ccc(CCNS(=O)(=O)c2cn(C)cn2)cc1OC	-1.2	-3.9	0.1	0.4	0.0	-33.5	0.0	33.5	0.2	2.5
CCc1cccc(NC(=O)C2CCCN(c3cnccn3)C2)c1 (stereo not drawn)	-1.2	0.1	-3.6	4.8	-1.6	-16.0	-1.0	16.0	1.8	3.6
COc1ccc(-c2c(C)nn3c(N)c(-c4ccccc4)cnc23)cc1OC	1.4	0.6	-4.0	nt	0.3	40.0	8.1	-40.0	-6.8	1.6
COC(=O)NC1(C(F)(F)F)NC(=O)N(C2CCCCC2)C1=O (stereo not drawn)	0.1	2.0	nt	4.4	-1.3	1.8	nt	-1.8	4.4	2.2
O=C(NC1CCN(S(=O)(=O)c2ccc(Cl)cc2)CC1)c1cccnc1	-0.6	-0.4	-1.4	-1.5	-2.0	nt	-0.5	nt	-13.3	2.7
N#Cc1c2c(c(-n3cnc4ccccc43)n3c1nc1ccccc13)CCC2	0.7	1.7	-2.6	-1.4	-0.2	-5.4	-2.4	5.4	-8.9	2.8
Cc1cc(Br)c2[nH]cc(CCNC(=O)c3ccco3)c2c1	-2.0	-0.1	-2.8	2.6	-0.6	19.2	0.4	-19.2	4.5	0.8
CN(C)C(CNC(=O)c1ccc(NS(=O)(=O)c2cccc([N+](=O)[O-])c2)cc1)c1ccco1 (stereo not drawn)	-0.6	3.2	-2.6	-4.0	-1.7	-0.1	2.3	0.1	-2.9	1.5
Cc1ccnc(NC(=O)C2CCN(S(=O)(=O)c3ccc4c(c3)CC(C)N4C(=O)C3CCC3)CC2)c1 (stereo not drawn)	0.1	0.8	2.7	-5.8	-1.7	37.4	-0.5	-37.4	8.7	-0.1
C=CCc1ccc(OC)c(OC)c1	-0.7	1.4	-1.5	5.2	0.2	0.6	-1.0	-0.6	5.2	2.5
CC(C)NC(=O)N(O)C1N(Cc2ccc3c(c2)OCO3)C(=S)SC1(C)C (stereo not drawn)	0.9	3.4	-2.9	-6.3	-2.0	4.2	nt	-4.2	-5.8	-0.9
Cc1csc(SCC(=O)NCc2cccc(Cl)c2)n1	0.0	2.9	-1.0	4.5	-1.0	-22.4	0.4	22.4	6.1	-0.2
O=C(O)c1cccc(-n2cccc2/C=C2/NC(=O)N(c3ccc(Cl)cc3)C2=O)c1	nt	1.4	-4.7	-7.6	nt	-6.7	-0.7	6.7	7.5	nt
CNC[C@H]1Oc2c(NS(=O)(=O)c3ccc(F)cc3)cccc2C(=O)N([C@H](C)CO)C[C@@H]1C	1.4	3.7	2.4	20.2	-0.2	-1.6	0.5	1.6	0.8	0.4
CCC(=O)N1CCCc2ccccc21	2.9	2.7	3.2	nt	-0.7	-5.6	3.5	5.6	-6.9	5.1

Complete entries from above.
Cc1cc(Br)c2[nH]cc(CCNC(=O)c3ccco3)c2c1 as listed: Ecoli viability = -2.0; phage Ecoli inh = -0.1; CAL PDZ FP-1 = -2.8; MITF TRPM1 HTS = 2.6; CAL PDZ FP-2 = -0.6; SR-BI HDL uptake = 19.2; Wnt bcat act = 0.4; SR-BI uptake up = -19.2; Tat export inh = 4.5; AddAB inh = 0.8
CNC[C@H]1Oc2c(NS(=O)(=O)c3ccc(F)cc3)cccc2C(=O)N([C@H](C)CO)C[C@@H]1C as listed: Ecoli viability = 1.4; phage Ecoli inh = 3.7; CAL PDZ FP-1 = 2.4; MITF TRPM1 HTS = 20.2; CAL PDZ FP-2 = -0.2; SR-BI HDL uptake = -1.6; Wnt bcat act = 0.5; SR-BI uptake up = 1.6; Tat export inh = 0.8; AddAB inh = 0.4
